Screens (PubChem BioAssay)
Menin-MLL TR inh: displaces Texas Red mutant MLL peptide from human menin. Menin + Texas Red MLL mutant peptide, fluorescence polarization. Potency, µM (top dose mostly 61.6 µM), without a hit: at the top dose FP activity change, negative = inhibition, actives largely listed as inhibitors. 270,000 compounds, 0.23% hits. AID 1768; active means well fitted inhibition curve with a large enough effect in the polarisation, with a control signal flat, not every such curve was filed as active; inconclusive means small, poorly fitted or top-dose-only effect, or effect the other way, or a change in a side signal; inactive means no such curve, though single readings can be large or run the other way; the % refers to the polarisation; further: potency means the concentration at half of the fitted maximal effect; % of control where 0% means no effect; many of its hits are not listed in these tables
a7 integrin act: integrin-mediated muscular dystrophy alleviation activation; alpha7betagal myoblasts, beta-gal FDG fluorescence, 48 h; Potency, µM (doses to about 38.3 µM), inactives show top-dose activation, usual class: activators; 350,000 compounds, 0.064% hits; AID 624291;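 further: potency means the concentration at half of the fitted maximal effect; 100% = response of the positive control SU9516; nearly all actives have a fitted effect of over 60% in size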
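alpha7betagal+/- myoblasts (passage 13, 250/well) treated 48 h at 37C with compounds at 1:260 dilution of DMSO stock. Lysed, then beta-galactosidase activity read as FDG fluorescence (ex 480/em 540) after 30 min, with pre-read for autofluorescence.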
ASM inhibitor: human S-ASM enzyme inhibition | P17405 | placental ASM, HMU-PC fluorogenic substrate, 60 min | Potency, µM (titrated, usually from 57.5 µM), inactives show at the highest dose activity change, negative = inhibition, actives largely listed as inhibitors | 340,000 compounds, 0.006% hits | AID 504937; further: potency means the concentration at half of the fitted maximal effect
Target sequence (P17405 47-631 limits assumed): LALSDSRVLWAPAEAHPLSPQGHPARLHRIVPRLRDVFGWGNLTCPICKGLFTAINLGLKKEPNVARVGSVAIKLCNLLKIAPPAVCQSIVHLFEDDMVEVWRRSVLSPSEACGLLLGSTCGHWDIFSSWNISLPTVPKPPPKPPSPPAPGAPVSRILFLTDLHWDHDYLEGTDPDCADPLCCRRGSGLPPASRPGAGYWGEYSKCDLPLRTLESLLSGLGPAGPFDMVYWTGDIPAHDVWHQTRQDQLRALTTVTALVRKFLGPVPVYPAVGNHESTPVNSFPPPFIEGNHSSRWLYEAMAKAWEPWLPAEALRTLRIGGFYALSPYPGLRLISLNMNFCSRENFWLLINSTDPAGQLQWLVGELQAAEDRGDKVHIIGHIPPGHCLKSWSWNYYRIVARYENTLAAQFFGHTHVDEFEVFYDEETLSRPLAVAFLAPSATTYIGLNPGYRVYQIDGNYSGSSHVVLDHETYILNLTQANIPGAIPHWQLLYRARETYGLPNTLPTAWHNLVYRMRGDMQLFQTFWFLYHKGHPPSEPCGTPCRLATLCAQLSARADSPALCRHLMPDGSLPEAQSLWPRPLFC
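Human placenta-derived ASM enzyme was preincubated with compound for 10 minutes at room temperature, then given fluorogenic substrate HMU-PC0 (9 uM final) for 60 minutes at 37 °C; a pH 10 stop preceded fluorescence reading at Ex 386/Em 447 nm.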
Mito fusion yeast: inhibitors of mitochondrial division or activators of mitochondrial fusion; S. cerevisiae fusion-defective mutant growth rescue, CellTiterGlo 48 h; Potency, µM (series often up to 46.1 µM), for the others: top-dose growth rescue (activation), actives largely listed as activators; 320,000 compounds, 0.23% hits; AID 485298;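 further: potency means the concentration at half of the fitted maximal effect; % of control where 0% means no effect; nearly all actives have a fitted effect of over 45% in size; temperature-sensitive fusion mutants such as fzo1-1 at 37 °C on non-fermentable ethanol glycerol medium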
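Luminescent cell viability in 1536-well qHTS format served as the measure of rescued growth in ts fusion-mutant S. cerevisiae cultured on non-fermentable YPEG for 48 hours at 37C.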
MBNL1-CUG inh: inhibitors of human MBNL1 binding to CUG repeat RNA | Q9NR56 | TR-FRET MBNL1-His/biotin-(CUG)12 binding, 665/545 ratio | Potency, µM (titrated, usually from 57.5 µM), for the others: top-dose activity change, negative = inhibition, usual class: inhibitors | 280,000 compounds, 0.036% hits; active means well fitted inhibition curve with a large enough effect in the signal ratio, with a control signal flat, not every such curve was filed as active; inconclusive means small, poorly fitted or top-dose-only effect, or effect the other way, or a change in a side signal; inactive means no such curve, though single readings can be large or run the other way; the % refers to the signal ratio; further: potency means the concentration at half of the fitted maximal effect; on the % scale 0 is the no-effect control and ±100 the full control effect
Target sequence (Q9NR56 whole entry, looked up): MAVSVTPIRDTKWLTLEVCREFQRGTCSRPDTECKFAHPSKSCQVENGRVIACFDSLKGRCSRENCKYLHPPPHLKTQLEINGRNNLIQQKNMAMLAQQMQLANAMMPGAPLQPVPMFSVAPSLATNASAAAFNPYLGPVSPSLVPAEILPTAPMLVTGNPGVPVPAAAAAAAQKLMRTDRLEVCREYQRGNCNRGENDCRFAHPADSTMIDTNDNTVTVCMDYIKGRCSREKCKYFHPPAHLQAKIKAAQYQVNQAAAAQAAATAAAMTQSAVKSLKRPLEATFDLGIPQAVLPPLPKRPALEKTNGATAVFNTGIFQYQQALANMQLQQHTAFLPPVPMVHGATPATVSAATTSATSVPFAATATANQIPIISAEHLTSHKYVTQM
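His-tagged MBNL1 binding to biotinylated (CUG)12 RNA was measured by TR-FRET using terbium anti-His antibody (0.055 ng/ul final) and streptavidin-XL665 (5 nM final). Compounds were titrated 92 nM to 58 uM; 60 min at room temperature.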
CXXC DNA block: blocks binding of human MLL CXXC domain to DNA | Potency, µM (highest dose often 115 µM), for inactives: at the highest dose activity change, negative = inhibition, actives largely listed as inhibitors | 290,000 compounds, 0.037% hits | Q03164 | AID 2662 | MLL-CXXC / FITC-HOXA9 DNA fluorescence polarization; active means well fitted inhibition curve with a large enough effect in the polarisation, with a control signal flat, not every such curve was filed as active; inconclusive means small, poorly fitted or top-dose-only effect, or effect the other way, or a change in a side signal; inactive means no such curve, though single readings can be large or run the other way; the % refers to the polarisation; further: potency means the concentration at half of the fitted maximal effect
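Steps: dispense CXXC domain solution (7 uM) → pin compounds or unlabeled HOX-A9 DNA control → 5 min ambient → add FLSN-HOX-A9 solution (50 nM) → spin → 30 min ambient → fluorescence polarization. Tris pH 7.5/NaCl/DTT/BSA buffer.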
PTAP TSG101 blk: blocks PTAP/TSG101 interaction to inhibit HIV-1 budding; Fluorescence polarization, FITC-PTAP peptide / Tsg101 binding; Potency, µM (doses to about 115 µM), without a hit: at the highest dose activity change, negative = inhibition, hits mostly inhibitors; 340,000 tested, under 10 active; active means well fitted inhibition curve with a large enough effect in the main read-out, with a control signal flat, not every such curve was filed as active; inconclusive means small, poorly fitted or top-dose-only effect, or effect the other way, or a change in a side signal; inactive means no such curve, though single readings can be large or run the other way; further: potency means the concentration at half of the fitted maximal effect; % of control where 0% means no effect
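Fluorescence anisotropy tracks displacement of a FITC-tagged PTAP peptide (50 nM) from the Tsg101 binding domain (10 uM), following a 20 min room-temperature incubation at pH 7.5.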
TSHR antag: human thyrotropin receptor antagonism; 330,000 compounds, 0.2% hits; P16473; activity change, negative = inhibition, % at 11.5 µM; AID 504810; TSHR-expressing cells, TSH-stimulated cAMP HTRF, 2 h; active compounds read low;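 active means activity change below a set negative limit, meaning inhibition stronger than a set level, cut at about -70% in these data; inconclusive means activity change between two set negative limits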; further: on the % scale 0 is the no-effect control and ±100 the full control effect
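Inhibition of cAMP made by TSHR-expressing cells under TSH stimulation (4nM final, EC80; 2 h, 37 deg C) is quantified with a one-step lysis HTRF kit, anti-cAMP cryptate versus cAMP-d2.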
AT treatment: potential ataxia-telangiectasia treatments restoring KAP-1 phosphorylation; […] A-T fibroblasts, KAP-1 phosphorylation AlphaLISA; neocarzinostatin DNA damage 30 min before lysis; Potency, µM (highest dose often 57.5 µM), without a hit: top-dose activation, hits mostly activators; 320,000 compounds, 0.19% hits; AID 485349; further: potency means the concentration at half of the fitted maximal effect; % of control where 0% means no effect; nearly all actives have a fitted effect of over 45% in size
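hTERT-immortalized A-T patient fibroblasts ([…]), 500 cells/well in OPTI-MEM, 1% FBS, got compounds for 60 min, then NCS for 30 min at 37C. Lysates were then assayed for phospho-KAP-1 by AlphaLISA (anti-pKAP1 donor, anti-KAP1 acceptor beads), 6 hr at 25C.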
TCR activator: T cell receptor activation. primary human leukocytes, anti-CD3, IL-2 HTRF, 48 h. Potency, µM (highest dose often 9.22 µM), for the others: at the top dose activation of IL-2 secretion, hits mostly activators. 330,000 tested, under 10 active. AID 504894; further: % of control where 0% means no effect
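TCR engagement came from a-CD3 beads alone, with compounds added to primary human leukocytes for 48 hr. Secreted IL-2 bridged europium cryptate- and d2-labelled anti-IL-2 antibodies, giving FRET emission at 665nm after 320nm excitation.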
The depositor's hits bear a star; i = inactive; ? = inconclusive; . = no result given; [ ] = dose if it differs, or a comment. Unless noted, the call rests on the fitted dose curve; in most records, active means well fitted curve in the direction sought with a large enough effect; inconclusive means small, poorly fitted or top-dose-only effect, or another doubt; inactive means no such curve, though single readings can be large; an effect the other way counts as inactive or inconclusive. Not all compounds are listed; the hit share may differ from the screen's.

SMILES	Menin-MLL TR inh	a7 integrin act	ASM inhibitor	Mito fusion yeast	MBNL1-CUG inh	CXXC DNA block	PTAP TSG101 blk	TSHR antag	AT treatment	TCR activator
COc1ccc(C2C3=C(CC(C)(C)CC3=O)N(C)C3=C2C(=O)CC(C)(C)C3)cc1	-6%	29%	i	10%	12%	10%	-9%	-5	12%	-3%
CCCOc1ccc(C2CC(=O)Nc3cc(OC)c(OC)cc32)cc1 (stereo not drawn)	-27%	7%	-14%	-7%	-3%	2%	-4%	0	-5%	11%
O=C(/C=C/c1ccc(S(=O)(=O)N2CCOCC2)cc1)NCCc1ccc(C(F)(F)F)cc1	.	-23%	-7%	-2%	.	.	0%	-8	0%	-5%
CCC1(c2ccccc2)SCC(c2ccccc2)=NC1=O (stereo not drawn)	.	3%	-9%	.	.	.	-3%	.	.	-1%
Cc1cc(C)cc(OCC(O)Cn2nc(C)cc2C)c1 (stereo not drawn)	-8%	9%	-3%	-9%	3%	18%	-3%	-1	-9%	-1%
CC1(C)CC(=O)c2c(-c3cccs3)n[nH]c2C1	-5%	10%	0%	5%	-3%	11%	-5%	9	1%	-1%
O=C(CCCCn1ccc(=O)[nH]c1=O)Nc1ccc(O)c(C(=O)O)c1	.	-25%	0%	.	.	.	-5%	.	.	2%
Cn1c(C(=O)N2CCc3ccccc3C2)cc2oc3ccccc3c21	-20%	13%	-13%	?	3%	-3%	-2%	-10	-1%	2%[46.1 µM]
O=C(Nc1cccc([N+](=O)[O-])c1)c1ccncc1	1%	0%	2%	0%	?	8%	4%	-2	0%	-13%[46.1 µM]
Cc1cc(C)n2ncc(/C(N)=N/OC(=O)Nc3ccccc3)c2n1	.	-18%	0%	4%	.	8%	-2%	1	1%	-3%
CCCN1CCN(S(=O)(=O)c2ccc3c(c2)NC(=O)C(C)C(=O)N3)CC1 (stereo not drawn)	-2%	10%	3%	1%	-1%	.	1%	-7	21%	-5%
Cc1ccc[n+](CC(=O)c2cc3ccccc3oc2=O)c1	0%	-9%	1%	-5%	?	-2%	-7%	3	-12%	-20%
COc1ccc(CCNC(=O)C(=O)N2CCCCC2)cc1OC	19%	-11%	3%	-4%	-29%	-2%	2%	-10	.	-1%[46.1 µM]
CSc1ccc(CNCC(O)c2ccccc2)cc1 (stereo not drawn)	-20%	20%	1%	-10%	-12%	-3%	-7%	15	5%	-4%
CCC(C)Nc1nc(N)c([N+](=O)[O-])c(N2CCCCCC2)n1 (stereo not drawn)	-9%	0%	-5%	4%	4%	-3%	-4%	13	11%	-4%
NC(=S)Nn1c(-c2ccccc2)nc2ccccc2c1=O	1%	2%	1%	0%	-4%	-3%	-2%	1	-5%	0%[46.1 µM]
O=C(CN1C(=O)NC2(CCCC2)C1=O)Nc1nc(-c2ccc(F)c(F)c2)cs1	.	-18%	-4%	-3%	.	.	-5%	16	-8%	-3%
O=C(Nc1ccc(S(=O)(=O)Nc2nccs2)cc1)C1CC(=O)N(c2ccccc2)C1 (stereo not drawn)	?	-8%	-1%	4%	-11%	4%	-1%	-1	2%	0%
O=C(Cn1cc(C(F)(F)F)ccc1=O)NC(c1ccccc1)c1ccccc1	-5%	13%	-1%	-5%	-7%	18%	0%	4	3%	1%[46.1 µM]
CC(=O)c1ccc(NC(=O)CCNC(=O)c2ccc(Cl)cc2)cc1	-20%	50%	1%	3%	-7%	1%	-2%	1	0%	-1%
O=C(N/N=C/c1ccc(OC(F)F)cc1)c1cc[n+]([O-])cc1	0%	2%	-1%	-2%	13%	9%	-1%	-9	-5%	-1%
CCCN=C1NC(=O)C(CC(=O)NCCc2ccc(OC)c(OC)c2)S1 (stereo not drawn)	14%	0%	2%	-1%	-7%	1%	0%	-5	14%	3%
COC(=O)c1ccccc1NC(=O)Cn1cnc2c(cnn2-c2ccc(C)c(C)c2)c1=O	.	14%	8%	.	.	.	1%	.	.	6%
Cc1ccc(NC(=O)C2CCCN2c2nn3c(=O)cc(C)nc3s2)cc1 (stereo not drawn)	3%	3%	5%	4%	-2%	.	0%	-4	-4%	7%
COc1ccccc1Nc1nnc(SCC(=O)Nc2cc(C)on2)s1	.	-17%	-3%	-2%	4%	45%[activator]	-2%	-4	-2%	4%

Six records picked at random from the list so far, as already listed:
SMILES	Menin-MLL TR inh	a7 integrin act	ASM inhibitor	Mito fusion yeast	MBNL1-CUG inh	CXXC DNA block	PTAP TSG101 blk	TSHR antag	AT treatment	TCR activator
Cc1cc(C)cc(OCC(O)Cn2nc(C)cc2C)c1 (stereo not drawn)	-8%	9%	-3%	-9%	3%	18%	-3%	-1	-9%	-1%
CCC1(c2ccccc2)SCC(c2ccccc2)=NC1=O (stereo not drawn)	.	3%	-9%	.	.	.	-3%	.	.	-1%
COc1ccccc1Nc1nnc(SCC(=O)Nc2cc(C)on2)s1	.	-17%	-3%	-2%	4%	45%[activator]	-2%	-4	-2%	4%
COC(=O)c1ccccc1NC(=O)Cn1cnc2c(cnn2-c2ccc(C)c(C)c2)c1=O	.	14%	8%	.	.	.	1%	.	.	6%
CC(=O)c1ccc(NC(=O)CCNC(=O)c2ccc(Cl)cc2)cc1	-20%	50%	1%	3%	-7%	1%	-2%	1	0%	-1%
CSc1ccc(CNCC(O)c2ccccc2)cc1 (stereo not drawn)	-20%	20%	1%	-10%	-12%	-3%	-7%	15	5%	-4%

Other results:
SMILES	Menin-MLL TR inh	a7 integrin act	ASM inhibitor	Mito fusion yeast	MBNL1-CUG inh	CXXC DNA block	PTAP TSG101 blk	TSHR antag	AT treatment	TCR activator
CCOc1cc(C2NC(=S)NC(C)=C2C(=O)Nc2ccccc2)ccc1O (stereo not drawn)	.	19%	3%	-4%	-2%	-7%	-14%	6	18%	-2%
CCOC(=O)c1[nH]c2ccc(OC)cc2c1NC(=O)OC	16%	-14%	44%[activator]	-6%	17%	-9%	1%	12	12%	-1%
CCCn1c(-c2ccccc2)cc(SC)c(C#N)c1=O	7%	6%	0%	0%	.	1%	-6%	3	-5%	-6%
CC1CCN(S(=O)(=O)c2ccc([N+](=O)[O-])cc2)CC1	8%	-13%	2%	-5%	?	11%	0%	5	14%	-3%
CC(=O)N1N=C(c2ccc(Cl)cc2)OC1c1ccc(C(C)C)cc1 (stereo not drawn)	-15%	9%	-14%	-9%	-7%	-8%	-11%	7	3%	2%
Cc1cccc(-n2ccnc2SCC(=O)Nc2cc(C)on2)c1	-15%	-6%	2%	-1%	4%	15%	-5%	9	5%	2%
O=C(NCCc1ccccc1)C(=S)N1CCCCC1	0%	14%	1%	5%	-8%	3%	-5%	3	-2%	-1%
COc1ccc(CCNC(=O)C(C)OC(=O)c2ccco2)cc1OC (stereo not drawn)	7%	-19%	3%	-2%	4%	11%	-6%	1	.	12%
CS(=O)(=O)N(CC(=O)NCCSCc1ccco1)c1ccc2c(c1)OCO2	1%	26%	0%	-2%	22%	0%	-3%	-6	-1%	2%
CCCCCCCCCNC(=O)[C@H](NC(=O)COc1ccccc1)[C@@H]1NC(C(=O)OC)C(C)(C)S1 (stereo partly drawn)	.	-1%	-14%	.	.	.	-9%	.	.	2%
C=CCSC1=C(C#N)C(c2ccccc2Cl)C(C(=O)c2cccs2)C(O)(C(F)(F)F)N1 (stereo not drawn)	-29%	15%	-10%	19%	.	-3%	-4%	-15	0%	-8%[46.1 µM]
Cn1c(=O)n(C)c2cc(NC(=O)c3cccc([N+](=O)[O-])c3)c(Br)cc21	24%	-2%	-1%	-4%	-1%	-8%	-3%	3	-1%	-2%
CC(C)NC(=O)N(C)C[C@H]1Oc2c(NS(=O)(=O)c3ccccc3)cccc2C(=O)N([C@H](C)CO)C[C@@H]1C	.	-11%	2%	.	.	.	-2%	-5	-7%	0%
Cc1ccccc1NC(=O)CSc1nnc(-c2ccco2)c(-c2ccco2)n1	?	-34%	-13%	1%	?	-21%	0%	8	4%	19%
COc1ccc(NC(=O)c2cccc(S(=O)(=O)N3CCc4ccccc43)c2)cn1	?	5%	-2%	-2%	-2%	13%	-6%	-29	-13%	2%
